KCNQ1 act: potentiates or activates the human KCNQ1 potassium channel; P51787; CHO-K1 KCNQ1, thallium flux FluxOR fluorescence; stronger effect = higher value; B-score at 10 µM; actives 0.35% (n = 310,000);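 active = fluorescence ratio B-score, a plate-corrected score, at least three library SD, with initial intensity B-score within 5 SD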
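assay system = CHO-K1 cells stably expressing KCNQ1 | medium = assay buffer, equal DMSO in all wells | timing = 37 °C overnight plating, 90-min dark dye load, 20-min compound pretreatment | measured by = kinetic FluxOR thallium fluorescence, 10-s 1-Hz baseline, 110-s post-stimulus read | measure = fluorescence change relative to baseline, converted to B score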
hERG rescue: hERG (human) protection from proarrhythmic block. Q12809. CHO-hERG, FluxOR thallium flux, dofetilide IC70 present. activation (rescue from dofetilide block), less the hit threshold, % at 10 µM. actives 0.51% (n = 310,000);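 active = activation above the mean of controls blocked by dofetilide plus 5 SD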;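 note: thallium influx through hERG after potassium depolarization seen as dye fluorescence rise; in these data hits start at about 4.7%; inactives centre near -7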
HDAC3 inh: blocks human histone deacetylase 3. O15379. recombinant HDAC3, fluorogenic peptide/trypsin coupled, fluorescence. inhibition, % at 8.3 µM. actives 0.15% (n = 320,000); in the data active = inhibition above about 26%, passing the limit was not always enough
PolyA inhibitor: yeast polyadenylation inhibition; calls only at 12 µM; actives 0.02% (n = 300,000); AID 1875; S. cerevisiae SKY197-pL101 polyadenylation reporter, beta-gal luminescence; efflux-impaired pdr1/pdr3 knockout yeast; score 100 = 6 SD above DMSO;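 active = lowest replicate activity score at least 50, where 100 means six control SD above control mean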;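 note: yeast exposed to compound for 9 h at 30 °C; higher score means more reporter readthrough which indicates perturbed polyadenylation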
KCNK9 block: inhibitors of human KCNK9 two-pore domain potassium channel. Q9NPC2. HEK293 KCNK9, FluxOR thallium flux fluorescence; stronger effect = lower value. B-score at 10 µM. actives 1.2% (n = 310,000). AID 488922;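 active = ratio B-score over 3 SD below the library mean, with starting fluorescence within 5 SD of its mean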;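 note: negative B-score means less thallium flux so channel inhibition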
RGS4 pot: potentiators or activators of RGS4; HEK293 M3R/inducible RGS4, carbachol calcium flux Fluo4; stronger effect = lower value; B-score at 10 µM; actives 0.92% (n = 310,000); AID 463111;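 active = B-score of the integrated calcium signal more than 4 SD below the library mean, with starting fluorescence not abnormally high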;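 note: negative B-score means reduced calcium response which marks RGS4 activation or potentiation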
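Material: M3R-expressing HEK293 line, RGS4 induced by doxycycline | Schedule: Overnight RGS4 induction, 30 min dye load 37 °C, 20 min compound RT | Measured by: Fluo4 fluorescence kinetic imaging of calcium | Read-out: Integrated calcium ratio converted to B score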
Dyrk1A ADPGlo: Dyrk1A (rat) kinase inhibition; Q63470; ADP-Glo luminescence, NFATc1 peptide; inhibition, % at 12.5 µM; actives 0.43% (n = 310,000); in the data active = inhibition above about 50%;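 note: plate controls were vehicle with enzyme for no effect and no enzyme for full effect; many of its hits are not listed in these tables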
GSK3 alpha inh: blocks human GSK-3 alpha kinase. actives 0.1% (n = 320,000). P49840. inhibition, % at 10 µM. ADP-Glo luminescence, 60 min;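 in the data active = inhibition above about 50%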;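 note: GST-tagged GSK-3 alpha with peptide substrate and 25 µM ATP; 0% = DMSO neutral wells and 100% = GW8510 positive control wells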
Target sequence (P49840 whole entry, looked up): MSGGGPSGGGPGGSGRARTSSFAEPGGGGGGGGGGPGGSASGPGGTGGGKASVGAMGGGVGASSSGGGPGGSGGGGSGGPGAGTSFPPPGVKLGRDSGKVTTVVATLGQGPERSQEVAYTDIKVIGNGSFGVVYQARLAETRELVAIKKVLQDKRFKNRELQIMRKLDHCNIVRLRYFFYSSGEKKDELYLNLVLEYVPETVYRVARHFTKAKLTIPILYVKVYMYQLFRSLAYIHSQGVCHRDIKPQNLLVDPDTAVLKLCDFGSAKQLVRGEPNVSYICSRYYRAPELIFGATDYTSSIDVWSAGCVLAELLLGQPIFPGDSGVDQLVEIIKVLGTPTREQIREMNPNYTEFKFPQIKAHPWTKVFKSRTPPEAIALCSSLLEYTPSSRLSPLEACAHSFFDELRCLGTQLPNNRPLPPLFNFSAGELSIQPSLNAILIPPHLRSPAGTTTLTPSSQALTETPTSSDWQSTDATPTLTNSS
KCNQ1 block: human KCNQ1 channel inhibition; P51787; actives 1.3% (n = 310,000); B-score at 10 µM; CHO-K1 KCNQ1, FluxOR thallium flux fluorescence; stronger effect = higher value;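 active = compounds whose thallium flux B-score, printed positive for inhibition, exceeds three library SD while starting fluorescence stays within three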;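 note: channel opened by potassium depolarization with thallium stimulus after 20 min compound exposure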
KCNK3 block: human KCNK3 channel inhibition, primary screen; CHO-KCNK3 thallium flux, FluxOR fluorescence; stronger effect = lower value; B-score at 10 µM; actives 0.84% (n = 340,000); AID 602410;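 active = B-score under library mean minus 4 SD, starting fluorescence ratio at most library mean plus 5 SD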;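 note: more negative B-score means stronger inhibition of thallium flux through KCNK3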
Target sequence (O14649 whole entry, looked up): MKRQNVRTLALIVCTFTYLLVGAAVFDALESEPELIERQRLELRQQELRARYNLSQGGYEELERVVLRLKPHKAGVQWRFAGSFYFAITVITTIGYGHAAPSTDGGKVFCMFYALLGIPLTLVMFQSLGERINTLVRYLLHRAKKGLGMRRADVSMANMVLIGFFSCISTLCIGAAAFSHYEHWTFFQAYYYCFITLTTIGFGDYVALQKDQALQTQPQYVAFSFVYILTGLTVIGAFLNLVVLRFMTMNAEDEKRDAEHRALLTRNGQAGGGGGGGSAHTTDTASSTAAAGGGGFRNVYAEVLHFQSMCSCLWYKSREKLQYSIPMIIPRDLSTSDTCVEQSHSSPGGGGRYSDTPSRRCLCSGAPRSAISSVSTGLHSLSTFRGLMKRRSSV
GSK3beta inhib: blocks human GSK3beta kinase activity. P49841. GST-GSK3beta kinase, ADP-Glo luminescence, 60 min; stronger effect = lower value. activity score (negative = inhibition), % at 10 µM. actives 0.038% (n = 300,000). AID 2097;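 active = more than half of replicate wells score below -50%, meaning over 50% inhibition versus plate controls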;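 note: 0% = median DMSO wells and -100% = median GW8510 positive control wells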
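Test system: GST-fused GSK3beta enzyme, cell-free | Quantity: 1.6 ng GST-GSK3beta enzyme per well | Reagent: 25 µM ATP with peptide substrate | Schedule: 60 min enzyme reaction, room temperature | Signal: Luminescent ADP-Glo measurement of ADP formed | Read-out basis: Score relative to plate controls | Control set: DMSO and 20 µM GW8510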
An asterisk follows results filed as active; i = inactive; . = no result given. Only part of the results is shown, so the mix of outcomes need not match the whole.

compound	KCNQ1 act	hERG rescue	HDAC3 inh	PolyA inhibitor	KCNK9 block	RGS4 pot	Dyrk1A ADPGlo	GSK3 alpha inh	KCNQ1 block	KCNK3 block	GSK3beta inhib
CC1(C)C(=O)C2(CCCCC2)C(=O)OC1c1cccc([N+](=O)[O-])c1 (stereo unspecified)	i	-6	-5	i	i	i	4	-1	i	i	1
CCOc1cc(C(=O)Nc2cccc(C(C)=O)c2)ccc1OCC(=O)N1CCCCC1	i	-14	0	i	i	i	3	-1	i	i	1
CC1CCC2(CC1)SCC(=O)N2c1ccccc1 (stereo unspecified)	i	-4	2	i	i	i	2	0	i	i	2
O=C(N/N=C/c1ccccc1C(=O)O)c1cccc(S(=O)(=O)Nc2cc(Cl)ccc2Cl)c1	i	-6	0	i	i	i	-1	-6	i	i	0
COc1ccc(N2CCN(C(=S)Nc3ccc(C)cc3C)CC2)cc1	i	-4	-1	i	i	i	9	-2	i	i	-4
C[C@H]1CCC[C@]2(O[C@@H](CCO)C[C@@H](O)[C@@H]2O)O1	i	-2	-6	i	i	i	11	-1	i	i	2
CC(C)NC(=O)NC(=O)CSc1nnc(COc2ccccc2F)n1C(C)C1CC2CCC1C2 (stereo unspecified)	i	-15	.	i	i	i	1	.	i	i	-6
O=S(=O)(NC(=S)Nc1ccccc1)c1ccc(F)cc1	i	-6	.	i	i	i	17	-2	i	i	0
O=C(c1ccccc1)N1CCN(c2ccc(NCc3ccc4c(c3)OCO4)cc2)CC1	i	-7	.	i	i	i	-3	-2	i	i	-1
COc1ccccc1N1CCN(C2CCCN(Cc3ccccc3OCCO)C2)CC1 (stereo unspecified)	i	1	4	i	i	i	1	0	i	i	3
CSC1=NS(=O)(=O)c2c(C)nn(C)c2S1	i	-13	16	i	i	i	-4	1	i	i	1
Cc1ccc(S(=O)(=O)N2CCN(C(=O)c3ccnn3C)CC2)cc1C	i	-8	-7	i	i	i	-1	2	i	i	1
CC(C)(C)OC(=O)NNc1c2ccccc2nc2ccccc12	i	-10	-2	i	i	i	8	1	i	i	1
COc1ccc(-c2cc(C)no2)cc1S(=O)(=O)N1CCCN(Cc2ccccc2Cl)C1	i	-7	-1	i	-16*	i	.	2	i	i	1
Cc1ccccc1C(O)c1ccncc1 (stereo unspecified)	i	-10	-2	i	i	i	0	-1	i	i	1
Cc1ccc(C)c(Cn2c(=O)n(CCCC(=O)NCc3ccco3)c(=O)c3ccccc32)c1	i	-12	2	i	i	i	-1	-3	i	i	2
O=C(/C=C/c1ccc2ccccc2n1)N1CCN(S(=O)(=O)c2ccc(F)cc2)CC1	i	-16	2	.	i	i	.	1	i	i	-3
O=C(CN(C(=O)c1csnn1)c1cccc2ccccc12)NCc1ccccc1	i	-6	4	i	i	i	-3	1	i	i	-4
O=c1oc2ccccc2n1Cn1c(=O)oc2ccccc21	i	-13	0	i	i	i	0	-1	i	i	-4
Cc1ccc2c(c1)C(c1ccccc1)CC(=O)O2 (stereo unspecified)	i	1	1	i	i	i	.	-1	i	i	-3
Cc1cccc(C(=O)O/N=C(/c2ccccc2)c2ccncc2)c1	i	-11	3	i	i	i	-1	0	i	i	-1
Cc1oc2c(C)c3oc(=O)c(CCC(=O)NCCCn4ccnc4)c(C)c3cc2c1C	i	-6	-3	i	i	i	-2	-2	i	i	0
Cc1cc(C)c2[nH]c(=O)c(CN(C(=O)C3CCCO3)C3CCCC3)cc2c1 (stereo unspecified)	i	-5	.	i	i	i	.	.	i	.	-2
O=C1NC(c2ccccc2)C(C(=O)c2cccs2)=C1O (stereo unspecified)	i	-7	8	i	i	i	-1	-2	i	i	4
COc1ccc(N(CC(=O)NN=C2CCCCCCC2)S(=O)(=O)c2ccccc2)cc1	i	-5	2	i	i	i	3	1	i	i	-2
C=C(C)COc1ccc(-c2nc(N)ncc2-c2ccc(Br)cc2)c(O)c1	i	-11	-3	i	i	i	-3	1	i	i	-2
Cc1cc(NS(=O)(=O)c2ccc(NC(=O)CSc3nc4ncc(Br)cc4[nH]3)cc2)nc(C)n1	i	-4	0	i	i	i	-1	4	i	i	-4
COc1cc(OC)cc(C(=O)NCC(=O)Nc2ccc(OC)c(Cl)c2)c1	i	-3	-3	i	i	i	1	-2	i	i	-3
Cc1nnsc1C(=O)N1CCCC(N2CCN(c3cccc(C(F)(F)F)c3)CC2)C1 (stereo unspecified)	i	-9	6	i	i	i	-1	2	i	i	-1
COc1ccc(CCNC(=O)CC(=O)N/N=C/c2ccc(C(=O)O)cc2)cc1OC	i	-5	0	i	i	i	10	8	i	i	1
CC1CC(C)(C)NC(=S)N1CC(=O)NCc1ccc2c(c1)OCO2 (stereo unspecified)	i	1	2	i	i	i	-9	1	i	i	-1
CCOc1ccc(Cn2ccnc2CCl)cc1[N+](=O)[O-]	i	-4	3	i	i	i	5	1	i	i	0
Cc1ccc(C(=O)Nc2onc(C)c2C#N)cc1	i	-9	1	i	i	i	-5	-5	i	i	-2
c1ccc(CSc2ccc(-c3cccnc3)nn2)nc1	i	-4	3	i	i	i	.	0	i	i	2
Cc1ccccc1-c1nnc(SCc2ccc(F)cc2)o1	i	-9	2	i	i	i	-6	.	i	i	-1
COc1ccccc1NC(=S)N(Cc1ccco1)Cc1cc2cccc(C)c2[nH]c1=O	i	-7	-10	i	i	i	7	-4	i	i	0
CCN(c1ccccc1)S(=O)(=O)c1ccc(Cl)c(NC(=O)COC(=O)c2ccc(O)cc2)c1	i	-4	.	i	i	i	-1	1	i	i	6
CCOc1cc(CNCC2CCCO2)cc(Br)c1OCC(N)=O (stereo unspecified)	i	-5	0	i	i	i	2	0	i	i	1
CCN(CC(=O)NCc1ccc(Cl)cc1)C(=O)NCc1ccc(Cl)cc1	i	-5	-6	i	i	i	4	0	i	i	2
C#CCOCCOCCOCCNc1nc(N2CCN(C(=O)C([C@@H](C)CC)n3cc(C(N)COC(=O)C(F)(F)F)nn3)CC2)nc(N2CCN(C(=O)[C@H](CCC(=O)O)n3cc(C(N)CC(C)C)nn3)CC2)n1 (stereo partly specified)	i	-5	-3	i	i	i	.	-3	i	.	2
COc1ccc(C2CC(c3ccc(F)cc3)Nc3nc(N)nn32)cc1OC (stereo unspecified)	i	-2	-8	i	i	i	-10	-3	i	i	-6
O=C(Nc1nc(-c2ccccc2)c(-c2ccccc2)o1)c1ccc(F)cc1	56*	5.6*	8	i	i	i	-5	-4	i	i	-3
Cc1nn2c3c(cnc2c1-c1ccccc1)C(=O)CC(c1ccco1)C3 (stereo unspecified)	i	-7	1	i	i	i	-2	0	i	i	-4
CCCCCCCc1c(C)nc(N2CCOCC2)[nH]c1=O	i	-15	5	i	i	i	5	3	i	i	-1
CC(=O)Nc1ccc(-c2cc(-c3ccc(NC(C)=O)cc3)nc(-c3ccccc3)n2)cc1	i	-7	-9	i	i	i	1	-2	i	i	-2
Oc1c(Br)cc(/C=N/NC(=S)NCc2ccco2)cc1Br	i	-1	-2	i	i	i	1	-4	i	i	-1
CCOC(=O)CN1C(=O)CC(c2ccccc2)C1=O (stereo unspecified)	i	-7	3	i	i	i	0	2	i	i	-1
O=C(Nc1cnn(C23CC4CC(CC(C4)C2)C3)c1)c1cnn2cccnc12	i	-9	8	i	i	i	-1	-1	i	i	3
COc1cccc(-c2nc(CCl)cs2)c1OC	i	-11	-5	i	i	i	.	-2	i	i	2
O=C(OC1CCOC1=O)c1cc(-c2cccc(Br)c2)nc2ccccc12 (stereo unspecified)	i	-3	5	i	i	i	6	0	i	i	0
CC(=O)c1ccc(N2CCN(C(=O)Cc3n[nH]c(=O)c4ccccc34)CC2)cc1	i	-10	-1	i	i	i	.	-2	i	i	4
CS(=O)(=O)N1CCN(c2ccccc2NC(=S)NC(=O)c2ccccc2[N+](=O)[O-])CC1	i	-5	9	i	i	i	9	-1	i	i	-2
Cc1cc(C)nc(N2CCN(C(=O)CCC(=O)Nc3nnc(C(C)C)s3)CC2)n1	i	-11	-4	i	i	i	1	-5	i	i	-2
C[C@@]12CCC=C[C@H]1[C@H](c1ccoc1)N(Cc1ccccc1)C2=O	i	-7	1	i	i	i	.	.	i	i	1
S=C1NC[C@H](Cc2ccccc2)N1CCCCC1CCCCC1	i	-5	5	i	i	i	5	-1	i	i	1
COC(=O)Nc1ccc(Oc2ccccc2)cc1	i	-12	1	i	i	i	-1	0	i	i	1
O=C(NCc1cccc(C(F)(F)F)c1)C1CC(c2ccccc2[N+](=O)[O-])=NO1 (stereo unspecified)	i	-12	5	i	i	i	14	-3	i	i	6
CC(=O)Nc1c2c(nn1-c1ccc(Cl)cc1)CSC2	i	-4	3	i	i	i	-5	1	i	i	0
O=C(NC(=S)Nc1ccccc1O)c1cncc(Br)c1	i	-11	-2	i	i	i	8	-1	i	i	1
CC1=C(C#N)C(c2ccc(O)cc2)C2=C(CC(C)(C)CC2=O)N1 (stereo unspecified)	i	-10	-1	i	i	i	-1	4	i	i	4

Continued.
compound	KCNQ1 act	hERG rescue	HDAC3 inh	PolyA inhibitor	KCNK9 block	RGS4 pot	Dyrk1A ADPGlo	GSK3 alpha inh	KCNQ1 block	KCNK3 block	GSK3beta inhib
CN(CC(=O)NCCc1ccc(S(N)(=O)=O)cc1)S(=O)(=O)c1ccc(Br)s1	i	-11	10	i	i	i	2	0	i	i	.
CC1CC(C)CN(CCCNC(=O)C2CCN(c3nnc(-n4cccc4)s3)CC2)C1 (stereo unspecified)	i	-3	-1	i	i	i	.	1	i	i	-2
Cc1ccc(CCNC(=O)C(C)n2nc(C)c3c(C)n(-c4ccccc4)nc3c2=O)cc1 (stereo unspecified)	i	-7	4	i	i	i	0	-3	i	i	0
O=C(NCCS(=O)(=O)N1CCCCC1)c1ccc2c(c1)OCO2	i	-7	-1	.	i	i	-1	-2	i	i	-1

From PubChem
